TbHK1 inh: Trypanosoma brucei hexokinase 1 inhibitors, primary screen, biochemical, G6PDH-coupled NADH absorbance, MLSCN library; hexokinase 1 [Trypanosoma brucei]; recombinant TbHK1, G6PDH-coupled NADH A340; inhibition, % at 10 µM; 220,000 tested, 0.11% active; AID 1430, 2008;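 active = inhibition of 50% or more in the single-dose primary screen; inactive = inhibition below 50%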
TRPML3 ag: human TRPML3 channel agonists, primary screen, cell-based, HEK293 TRPML3-YFP, Fluo-8 calcium fluorescence, 3 µM | 100% = the carbachol control signal | Mucolipin-3 (Homo sapiens), Q8TDD5 | 220,000 tested, 0.29% active | activation, % at 3 µM;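 active = activation above its plate's cutoff, the mean activation of the plate's test wells plus 3 SD, cut at about 12% in these data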;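 note: 0% = DMSO only wells and 100% = carbachol wells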
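system = HEK293 cells stably carrying human TRPML3-YFP | doses = one concentration, 3 µM nominal, 0.3% DMSO | timing = dye loading 1 h 37 °C then 30 min ambient, 125 s read | detection = Fluo-8 calcium dye fluorescence, ex 470-495, em 515-575 nm | benchmarks = high control carbachol 87 µM, low control DMSO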
EBV gp42 block: Epstein-Barr virus gp42 inhibitors, primary screen, biochemical, uHTS, fluorescence polarization | AID 1085, 2008 | 220,000 tested, 0.42% active | inhibition, % (tested at 21.74 µM) | Fluorescence polarization binding assay, mP read-out; in the data active = inhibition above about 50%
PPC-1+TRAIL kill: compounds killing PPC-1 cancer cells with TRAIL present, primary screen, TRAIL potentiator project, ATPLite luminescence, uHTS | cell killing (% activity), % at 4 µM | 220,000 tested, 0.41% active | PPC-1 cells + TRAIL, ATPLite viability luminescence | AID 1443, 2008;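 active = cell killing above 50% in the first pass at 4 µM, then a duplicate retest at 5 µM averaging 50% or more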;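 note: plate controls were cells with TRAIL plus DMSO for no effect and medium-only wells lacking cells for full effect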
Cl transport mod: KCC2 cotransporter modulators, thallium flux, primary screen, cell-based, HEK293 KCC2, FluoZin-2 fluorescence, MLSMR | 190,000 tested, 2.2% active | B-score of Tl+ flux slope (higher = more flux/activation; lower = inhibition) at 10 µM | AID 1456, 2008 | KCC2 cells, thallium flux FluoZin-2 fluorescence | Solute carrier family 12 member 5 (Homo sapiens), Q9H2X9;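 active = thallium flux slope and its plate-corrected score both differing from the plate sample mean at a set confidence after two filtering rounds, in either direction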;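 note: slope of fluorescence scaled to starting intensity during 10 to 20 s after thallium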
Target sequence (Q9H2X9 whole entry, looked up): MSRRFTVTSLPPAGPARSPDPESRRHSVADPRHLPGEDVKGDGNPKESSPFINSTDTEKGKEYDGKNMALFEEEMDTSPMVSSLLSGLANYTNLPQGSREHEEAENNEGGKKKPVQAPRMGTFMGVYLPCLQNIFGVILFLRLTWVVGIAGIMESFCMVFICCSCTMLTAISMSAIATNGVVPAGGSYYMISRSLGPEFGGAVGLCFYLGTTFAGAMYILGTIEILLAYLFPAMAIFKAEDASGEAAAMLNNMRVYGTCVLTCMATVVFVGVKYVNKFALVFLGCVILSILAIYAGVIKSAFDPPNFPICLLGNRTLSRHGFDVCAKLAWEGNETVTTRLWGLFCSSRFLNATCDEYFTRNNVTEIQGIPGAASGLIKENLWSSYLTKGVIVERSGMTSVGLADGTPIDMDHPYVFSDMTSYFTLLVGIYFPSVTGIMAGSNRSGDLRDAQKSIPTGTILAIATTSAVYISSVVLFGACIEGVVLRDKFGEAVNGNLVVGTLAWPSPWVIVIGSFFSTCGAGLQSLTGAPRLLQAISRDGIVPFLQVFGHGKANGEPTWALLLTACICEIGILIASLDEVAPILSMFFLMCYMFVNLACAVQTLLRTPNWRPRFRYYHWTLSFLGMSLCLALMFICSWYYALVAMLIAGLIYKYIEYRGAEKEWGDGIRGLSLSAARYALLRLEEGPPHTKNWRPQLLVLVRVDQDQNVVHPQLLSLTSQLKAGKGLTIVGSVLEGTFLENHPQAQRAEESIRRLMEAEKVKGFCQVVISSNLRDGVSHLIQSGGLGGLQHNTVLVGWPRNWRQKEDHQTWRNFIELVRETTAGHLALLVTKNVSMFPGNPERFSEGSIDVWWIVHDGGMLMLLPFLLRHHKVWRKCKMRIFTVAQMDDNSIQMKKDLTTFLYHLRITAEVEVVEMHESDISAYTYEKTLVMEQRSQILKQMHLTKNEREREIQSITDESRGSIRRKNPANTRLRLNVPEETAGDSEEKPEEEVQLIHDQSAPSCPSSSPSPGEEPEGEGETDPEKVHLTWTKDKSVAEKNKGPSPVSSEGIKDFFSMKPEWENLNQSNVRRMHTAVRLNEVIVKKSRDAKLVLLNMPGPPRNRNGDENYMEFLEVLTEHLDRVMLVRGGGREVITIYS
m-calpain inh: inhibitors of pig calpain II, primary screen, biochemical, fluorogenic peptide substrate, 1536-well; inhibition, % at 16 µM; purified calpain II, 30 min; 220,000 tested, 0.37% active;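 active = inhibition above about 50%, limit read from the data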
thrombin 1536: human alpha-thrombin inhibitors, primary screen, counter-screen for coagulation protease inhibitor project, biochemical, 1536-well, fluorogenic AMC substrate; Prothrombin (Homo sapiens), P00734; Boc-VPR-AMC fluorogenic substrate cleavage; inhibition, % at 5 µM; 220,000 tested, 0.26% active;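 active = inhibition at or above 40%; inactive = inhibition below 40%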;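 note: 0% = enzyme with no compound and 100% = wells without enzyme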
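Material: human alpha-thrombin protein; Also added: Boc-VPR-AMC substrate, 15 µM final; Timing: enzyme reaction carried out at room temperature; Signal: fluorescence, ex 355 nm, em 460 nm; Measure: % inhibition of thrombin; Controls: enzyme without compound as high, wells lacking enzyme as low.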
TRPN1 ag: zebrafish TRPN1 channel agonists, primary screen, cell-based, HEK293, calcium fluorescence. 220,000 tested, 0.18% active. AID 1424, 2008. transient receptor potential cation channel N1 (TRPN1/NompC), Danio rerio. HEK293 zebrafish TRPN1-YFP, Fluo-8 calcium fluorescence; 100% = response to 87 µM carbachol. activation, % at 3 µM;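 active = activation above its plate's cutoff, the mean activation of test wells on that plate plus 3 SD, cut at about 19% in these data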;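 note: 0% = DMSO alone and 100% = 87 µM carbachol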
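Material: zebrafish TRPN1-YFP in HEK293 cells; Doses: single test compound dose, 3 µM nominal, 0.3% DMSO; Timing: dye loading 1 h at 37 °C, then 30 min room temperature; Technique: intracellular calcium fluorescence with Fluo-8; Benchmarks: high carbachol 87 µM, low DMSO alone.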
Furin inhibitor: human furin inhibitors, primary screen, biochemical, fluorescence intensity | purified furin, fluorogenic substrate cleavage | inhibition, % at 30 µM | AID 463115, 2010 | P09958 | 220,000 tested, 0.061% active; in the data active = inhibition above about 25%; note: inactives centre near -15
The depositor's hits bear a star; x = not tested or not shown; [ ] = remark or other dose.

SMILES | TbHK1 inh | TRPML3 ag | EBV gp42 block | PPC-1+TRAIL kill | Cl transport mod | m-calpain inh | thrombin 1536 | TRPN1 ag | Furin inhibitor
CCOC(=O)N/N=C1\CCc2ccccc21 | 4 | 0.1 | -13 | 7 | 0.053 | -27 | 2 | -0.1 | -14
Clc1ccc(CNC23CN4CN(CN(C4)C2)C3)c(Cl)c1 | -11 | 1.0 | 4 | 2 | 0.54 | -14 | -3 | 1.8 | -23
COc1ccc(NC2=C(Cl)C(=O)N(CCc3ccccc3)C2=O)c(OC)c1 | 26 | 0.3 | -6 | 6 | -1.8 | 17 | -9 | -1.9 | -5
CCNc1oc(-c2ccc(OC)cc2)nc1S(=O)(=O)c1ccc(Br)cc1 | 8 | 0.3 | -2 | 25 | -0.81 | -98 | 2 | -0.3 | -8[20 µM]
O=C(c1ccco1)c1cn(CC(=O)N2CCCCC2)c2ccccc12 | -39 | -0.6 | -20 | 3 | x | 6 | 1 | 1.1 | 8
O/N=C1/C2C3CC4C5C3C1C5C1(OCCO1)C42 (centres undefined) | 2 | 1.5 | -13 | -3 | 2.2 | -8 | 2 | 1.3 | -13
O=C(CCCC(=O)N/N=C\c1ccccn1)N/N=C\c1ccccn1 | -4 | 0.7 | -6 | 22 | -0.84 | -4 | -6 | 0.3 | -19
Cc1ccc(-c2[nH]c(-c3ccccc3)nc2SCC(=O)NCC2CCCO2)cc1 (centres undefined) | -4 | 0.2 | -2 | 16 | -0.085 | -29 | 3 | 1.9 | -18
Cc1ccc(-n2c(CNc3ccc(F)cc3)nnc2SCC(N)=O)cc1 | 0 | 0.9 | -24 | 9 | -0.071 | -7 | 3 | 1.6 | -18[20 µM]
O=C(COC(=O)c1c[nH]c(=O)[nH]c1=O)Nc1ccccc1 | 1 | 1.7 | -1 | 6 | 0.55 | 4 | -8 | 0.9 | -12
COc1ccc(NC2CS(=O)(=O)CC2NCc2ccccc2)cc1 (centres undefined) | 1 | -0.1 | -1 | -7 | -0.64 | -18 | -8 | -0.6 | -6[20 µM]
N#Cc1c(NC(=O)CSc2nc(-c3ccccc3)cc(C(F)(F)F)n2)sc2c1CCC2 | -3 | 0.7 | -7 | -15 | 1.1 | 30 | -8 | 1.7 | -19
C/C=C/C(=O)Nc1nnc(-c2ccccc2C)s1 | 2 | 0.8 | -25 | 3 | -0.45 | -16 | -2 | 1.5 | -20
O=c1[nH]cnc2scc(C3COc4ccccc4O3)c12 (centres undefined) | 2 | 0.7 | -10 | 10 | -1 | 3 | 4 | 0.5 | -14
Cc1ccc(Nc2nnc(SCC(=O)c3ccc(Br)s3)s2)c(C)c1 | 6 | -0.3 | -53 | 2 | -3.9* | -42 | 1 | -0.1 | -15
CCOC(=O)c1sc(NC(=O)CSc2n[nH]c(-c3ccccc3)n2)c(C#N)c1C | 2 | 6.5 | 0 | 6 | -2.3 | -138 | -3 | 15 | -19
O=C(CSc1nnnn1-c1ccccc1)Nc1ncc(Cc2cc(Cl)ccc2Cl)s1 | 12 | -0.1 | -9 | 2 | x | -3 | -2 | 1.3 | -10[20 µM]
CCCCOc1ccc(C2CC(=O)N(C)C2=O)cc1 (centres undefined) | -3 | -0.1 | -15 | -12 | x | -6 | -5 | 0.1 | -26[20 µM]
COc1cc(C=NCC2OCCc3ccccc32)cc(OC)c1 (centres undefined) | -6 | 0.4 | -9 | 4 | 1.3 | 11 | -8 | -0.1 | -14
OC(CNCc1ccc(Cl)cc1)(c1ccccc1)c1ccc(F)cc1 (centres undefined) | 12 | -1.4 | 2 | 4 | 0.74 | 49 | -15 | 0.9 | -8
CN1CCN(S(=O)(=O)c2ccc(N(C)Cc3cccs3)nc2)CC1 | -5 | 1.2 | -10 | -5 | 0.064 | -27 | -13 | 1.4 | -20
COc1ccc(CCNC(=O)CCN2C(=O)C3CC=CCC3C2=O)cc1OC (centres undefined) | -2 | 1.6 | -7 | 22 | 0.8 | -14 | -1 | 1.3 | 9[20 µM]
FC(F)(F)c1cccc(Cc2noc(CN(Cc3ccccn3)CC3CCCO3)n2)c1 (centres undefined) | -16 | 1.1 | -7 | 7 | -1.6 | -19 | -4 | 2.3 | -16
CCCc1cc(-c2[nH]ncc2-c2ccc3c(c2)OCCCO3)c(O)cc1OC | 2 | 0.4 | -3 | 14 | x | 36 | -1 | -0.1 | -21[20 µM]
Cc1ccc(OCCn2c(C3CC(=O)N(Cc4ccccc4)C3)nc3ccccc32)cc1 (centres undefined) | -17 | -0.4 | 73* | 13 | x | 17 | 6 | 0.5 | -18
CCN(CC)CCn1c2ccccc2c2cnc(N)c(C#N)c21 | -17 | 0.3 | -11 | 17 | -0.58 | -291 | -1 | -0.1 | -21[20 µM]
O=C(N/N=C\c1ccc(CN(Cc2ccc(Cl)cc2)S(=O)(=O)c2ccccc2)o1)C(=O)Nc1ccc(F)cc1 | -19 | 0.1 | -23 | 16 | -0.64 | -163 | 6 | -0.9 | -1[20 µM]
CC1=CC(C)(C)N2C(=O)C(=Nc3ccc(O)cc3)c3cccc1c32 | -5 | 0.6 | -3 | -1 | -2.4 | -16 | 0 | -2.2 | -9
CN(C)CC(C)(C)CNS(=O)(=O)c1ccc(OC(F)(F)F)cc1 | 1 | 1.1 | -29 | -9 | 1.1 | -25 | -10 | -0.4 | -32
CC(C)C[C@H](NC(=O)c1nc[nH]c1C(=O)N1CCc2ccccc2C1)C(=O)OC(C)(C)C | -4 | x | -17 | -5 | 0.74 | 4 | -4 | x | -20

An excerpt of these results, tab-delimited.
Structure	TbHK1 inh	TRPML3 ag	EBV gp42 block	PPC-1+TRAIL kill	Cl transport mod	m-calpain inh	thrombin 1536	TRPN1 ag	Furin inhibitor
O=C(CSc1nnnn1-c1ccccc1)Nc1ncc(Cc2cc(Cl)ccc2Cl)s1	12	-0.1	-9	2	x	-3	-2	1.3	-10[20 µM]
CCCCOc1ccc(C2CC(=O)N(C)C2=O)cc1 (centres undefined)	-3	-0.1	-15	-12	x	-6	-5	0.1	-26[20 µM]
COc1cc(C=NCC2OCCc3ccccc32)cc(OC)c1 (centres undefined)	-6	0.4	-9	4	1.3	11	-8	-0.1	-14

The listing picks up, repeating the 2 entries before the break.
SMILES | TbHK1 inh | TRPML3 ag | EBV gp42 block | PPC-1+TRAIL kill | Cl transport mod | m-calpain inh | thrombin 1536 | TRPN1 ag | Furin inhibitor
CN(C)CC(C)(C)CNS(=O)(=O)c1ccc(OC(F)(F)F)cc1 | 1 | 1.1 | -29 | -9 | 1.1 | -25 | -10 | -0.4 | -32
CC(C)C[C@H](NC(=O)c1nc[nH]c1C(=O)N1CCc2ccccc2C1)C(=O)OC(C)(C)C | -4 | x | -17 | -5 | 0.74 | 4 | -4 | x | -20
C=CCN1C(=O)CN=C1Nc1cc(C)cc(C)c1 | 1 | -0.5 | -7 | 2 | x | 15 | -2 | -0.2 | -13
CSCCNC(=O)c1cccc(Cl)c1 | -5 | -0.1 | -8 | -4 | 0.99 | 11 | -4 | -0.1 | -14
CC1=C(n2nnc3ccccc32)C(c2ccccc2)C(C#N)=C(N)O1 (centres undefined) | -3 | 0.4 | 1 | 10 | -0.071 | -23 | 2 | -1.2 | -13[20 µM]
Cc1ccc(C)c(NC(=O)Cn2nc(-c3ccccc3)nc2-c2ccccc2)c1 | -2 | 0.5 | -4 | 25 | -0.13 | -101 | -3 | 1.3 | 0[20 µM]
CCOC(=O)Cn1nnnc1CN1CCN(c2ccc(OC)cc2)CC1 | -8 | 0.9 | -10 | -13 | 0.058 | -5 | 1 | 0.6 | -32
CCN(CC(=O)NC(=O)NC1CCCCC1)Cc1nc2ccccc2c(=O)[nH]1 | -2 | 0.5 | -16 | 11 | 0.39 | 6 | 5 | 0.8 | -19[20 µM]
CCc1cccc(CC)c1-n1c(SCc2cc(=O)n3ccsc3n2)nnc1-c1cccnc1 | -12 | 0.5 | -8 | 10 | -0.78 | 10 | -1 | 0.9 | -15[20 µM]
OCCCCNCc1ccc(OCc2ccc(Cl)cc2)cc1 | 1 | 0.4 | -5 | 17 | -0.3 | -22 | -6 | 2.4 | -15[20 µM]
Cc1nnc(-c2ccccc2)nc1N1CCOCC1 | -10 | 0.3 | -3 | 13 | x | 0 | -2 | 0.0 | -6
N#Cc1ncc(C(F)(F)F)cc1Sc1ccc(N)cc1 | -5 | -0.6 | -19 | 19 | x | 7 | 0 | -1.7 | -17[20 µM]
O=C(c1cc2c(s1)CCC2)N1CCN(c2ccccc2)CC1 | 6 | -0.7 | 3 | 21 | -0.39 | -356 | -1 | 2.5 | -19[20 µM]
CCOc1ccccc1N1CSC2=C(C#N)C(c3c(OC)ccc4ccccc34)CC(=O)N2C1 (centres undefined) | -22 | -0.4 | -55 | 14 | -0.17 | -16 | -6 | -0.2 | -17
O=C(CSc1nnc(-c2ccco2)o1)NC(=O)C1COc2ccccc2O1 (centres undefined) | 0 | 0.9 | 6 | 4 | -0.15 | 8 | 2 | 1.1 | -14
CCCc1ccc(S(=O)(=O)NCCc2ccncc2)cc1 | -5 | 0.2 | -24 | 18 | 0.0086 | -5 | -1 | 1.9 | -25[20 µM]
CC(C)(Oc1ccc(Cl)cc1)C(=O)N(Cc1ccccc1)c1ccccn1 | 26 | -0.7 | 6 | 1 | -0.067 | 4 | 1 | -2.3 | -8
CC(=O)Nc1cccc(NC(=O)CSc2ncc(-c3ccc(Cl)cc3)n2Cc2ccco2)c1 | -2 | -0.1 | -3 | 1 | -0.85 | -18 | -1 | 4.1 | -14
Cn1cnc(S(=O)(=O)Nc2cc(-c3ccc(Cl)cc3)nn2C)c1 | 2 | 0.9 | -3 | 13 | 0.93 | -4 | -4 | 0.9 | -8
COc1ccc(S(=O)(=O)N2CCCCC2)cc1NS(=O)(=O)c1ccccc1F | -5 | 1.2 | -20 | -12 | 1.2 | -9 | x | 0.0 | -18
CCc1ccc2ncc(S(=O)(=O)c3ccc(C)c(C)c3)c(N3CCCC3)c2c1 | -1 | -0.2 | 7 | 20 | 0.78 | 30 | -4 | -1.1 | -1
COc1cc(C(=O)Nc2ccc(S(=O)(=O)Nc3nccc(C)n3)cc2)c([N+](=O)[O-])cc1OC | -21 | 0.3 | -9 | -10 | x | 4 | -3 | -0.2 | -3
CCOC(=O)N1CCc2c(sc3c2C(=O)NC(c2ccccc2)N3)C1 (centres undefined) | -7 | 0.3 | -12 | 11 | 0.33 | -27 | -1 | 1.5 | -24
Cc1ccc(NC2=C(Cl)C(=O)N(C3CCCCC3)C2=O)cc1 | 25 | -0.4 | -9 | 22 | -0.46 | -8 | 4 | 1.1 | -5
CC(C)/C=N/NC(=O)c1cc(Br)ccc1O | -8 | 0.5 | 2 | 17 | 1.4 | -16 | -1 | 1.1 | -13
